Screens deposited in PubChem BioAssay by National Center for Advancing Translational Sciences (NCATS).
TRPV1 agonist – HTS Assay for Compounds that Act as Agonists of the Vanilloid Receptor 1 | Transient receptor potential cation channel subfamily V member 1 (Homo sapiens), Q8NER1 | activation, % at 8.33 µM | 0.19% of 320,000 active | TRPV1-expressing cells, Fluo-8 calcium influx, agonist mode; in the data active = activation above about 80%; inconclusive = between about 30% and that limit; note: 0% is about no effect
Target sequence (Q8NER1 whole entry, looked up): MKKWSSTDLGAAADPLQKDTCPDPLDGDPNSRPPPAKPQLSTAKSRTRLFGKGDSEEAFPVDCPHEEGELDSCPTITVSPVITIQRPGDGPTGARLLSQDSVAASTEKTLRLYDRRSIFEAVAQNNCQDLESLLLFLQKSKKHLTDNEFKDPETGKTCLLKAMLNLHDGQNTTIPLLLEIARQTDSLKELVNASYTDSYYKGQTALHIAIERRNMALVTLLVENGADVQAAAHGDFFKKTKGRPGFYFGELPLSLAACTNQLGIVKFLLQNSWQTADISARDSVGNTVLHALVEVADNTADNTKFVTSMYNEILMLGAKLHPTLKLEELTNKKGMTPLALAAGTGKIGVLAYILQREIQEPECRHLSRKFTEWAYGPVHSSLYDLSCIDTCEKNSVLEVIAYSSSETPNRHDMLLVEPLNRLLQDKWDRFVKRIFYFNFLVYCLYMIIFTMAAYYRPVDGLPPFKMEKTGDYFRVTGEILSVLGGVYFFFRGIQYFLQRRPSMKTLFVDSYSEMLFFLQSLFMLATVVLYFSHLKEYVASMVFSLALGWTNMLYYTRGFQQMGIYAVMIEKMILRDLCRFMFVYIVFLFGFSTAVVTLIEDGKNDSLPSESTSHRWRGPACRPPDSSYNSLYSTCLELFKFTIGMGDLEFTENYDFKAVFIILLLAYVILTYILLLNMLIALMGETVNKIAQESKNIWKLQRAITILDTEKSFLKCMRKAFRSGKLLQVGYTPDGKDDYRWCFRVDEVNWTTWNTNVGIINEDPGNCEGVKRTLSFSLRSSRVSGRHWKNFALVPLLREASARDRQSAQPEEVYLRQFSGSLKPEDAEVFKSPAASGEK
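Fluo-8 calcium influx in TRPV1-expressing cells, kinetic read (ex 480/em 520 nm). Compound added and read 3 min for agonist activity, followed by capsaicin at EC20 final and 2 min further read for enhancement.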
a7 integrin act – qHTS for Activators of Integrin-Mediated Alleviation for Muscular Dystrophy; alpha7betagal myoblasts, beta-gal FDG fluorescence, 48 h; Potency, µM (highest dose often 38.3 µM), inactives show top-dose activation, usual class: activators; 0.064% of 350,000 active; AID 624291, 2012;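 note: potency is the fitted concentration of half-maximal effect; 100% = response of the positive control SU9516; nearly all actives have a fitted effect of over 60% in size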
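alpha7betagal+/- myoblasts (passage 13, 250/well) treated 48 h at 37C with compounds at 1:260 dilution of DMSO stock. Lysed, then beta-galactosidase activity read as FDG fluorescence (ex 480/em 540) after 30 min, with pre-read for autofluorescence.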
BRCA1 expr act – qHTS Assay to Identify Small Molecule Activators of BRCA1 Expression; 1.1% of 380,000 active; MCF7-BRCA1-FFLuc reporter, luminescence, 48 h; response scale: scaled: vehicle 0%, 10 µM genistein 100%; Potency, µM (titrated, usually from 46.1 µM), inactives show top-dose activation, usual class: activators; note: potency is the fitted concentration of half-maximal effect; nearly all actives have a fitted effect of over 80% in size; some results filed as inactive show a strong effect at the top dose
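Luminescence from a BRCA1-driven firefly luciferase in MCF7 cells was the read-out, taken 15 min after substrate addition following 48 h compound exposure at 37 °C. Data were normalized to a 10 microM genistein control and DMSO vehicle.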
TCR act – Activators of T cell receptors: qHTS campaign; primary human leukocytes, anti-CD3, IL-2 HTRF, 48 h; Potency, µM (doses to about 9.22 µM), for inactives: at the top dose activation of IL-2 secretion, most hits filed as activators; 330,000 tested, under 10 active; AID 504894, 2011; note: % of control where 0% means no effect
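Compounds are tested in HTS on primary human leukocytes co-incubated with a-CD3 beads for 48 hr. IL-2 output is measured by time-resolved FRET.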
ELG1 repair inh – qHTS screen for small molecules that inhibit ELG1-dependent DNA repair in human embryonic kidney (HEK293T) cells expressing luciferase-tagged ELG1 | HEK293T ELG1-luciferase reporter, luminescence, 16 h; DNA damage induced by 5-fluorouridine | Potency, µM (titrated, usually from 46.1 µM), for the others: top-dose activity change, negative = inhibition, hits mostly inhibitors | 2.3% of 330,000 active | AID 504467, 2011; note: potency is the fitted concentration of half-maximal effect; % is set by controls: 0 for no effect and ±100 for the full control effect; nearly all actives have a fitted effect of over 55% in size
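DMSO vehicle served as the neutral condition. Each well held 2,000 cells given 5-fluorouridine plus compound; after 16 hr at 37 °C/5% CO2, ONE-Glo was added and luciferase measured 30 min later.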
TSG101-PTAP inh – qHTS Assay for Iinhibitors of HIV-1 Budding by Blocking the Interaction of PTAP/TSG101. Potency, µM (doses to about 115 µM), without a hit: at the highest dose activity change, negative = inhibition, most hits filed as inhibitors. 340,000 tested, under 10 active. Fluorescence polarization, FITC-PTAP peptide / Tsg101 binding; active = well fitted inhibition curve with a large enough effect in the main read-out, with a control signal flat, not every such curve was filed as active; inconclusive = small, poorly fitted or top-dose-only effect, or effect the other way, or a change in a side signal; inactive = no such curve, though single readings can be large or run the other way; note: potency is the fitted concentration of half-maximal effect; % of control where 0% means no effect
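Steps: Tsg101 binding domain dispensed (10 uM final), compounds pinned in DMSO, FITC-labeled PTAP-motif peptide added (50 nM final); after 20 min binding at room temperature, polarization measured.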
p53 reactivator – qHTS assay for re-activators of p53 using a Luc reporter | H1299 p53-A138V BP100-luciferase reporter, luminescence, 24 h | 0.063% of 320,000 active | Potency, µM (series often up to 92.2 µM), without a hit: at the highest dose activity change, positive = activation, usual class: activators | AID 504706, 2011; note: potency is the fitted concentration of half-maximal effect; % of control where 0% means no effect; nearly all actives have a fitted effect of over 45% in size
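p53-null H1299 cells stably carrying temperature-sensitive p53-A138V and a BP100-luciferase reporter were pinned with compounds (4-point, 1:5 series) and held 24 hrs at 37 deg C. Luminescence was read 10 min after detection reagent.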
MLL CXXC-DNA inh – qHTS Fluorescence Polarization Assay for Inhibitors of MLL CXXC domain - DNA interaction; Histone-lysine N-methyltransferase 2A (Homo sapiens), Q03164; MLL-CXXC / FITC-HOXA9 DNA fluorescence polarization; Potency, µM (series often up to 115 µM), for the others: at the highest dose activity change, negative = inhibition, hits mostly inhibitors; 0.037% of 290,000 active; active = well fitted inhibition curve with a large enough effect in the polarisation, with a control signal flat, not every such curve was filed as active; inconclusive = small, poorly fitted or top-dose-only effect, or effect the other way, or a change in a side signal; inactive = no such curve, though single readings can be large or run the other way; the % refers to the polarisation; note: potency is the fitted concentration of half-maximal effect
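Purified MLL-CXXC (added from a 7 uM solution) was preincubated 5 min at ambient with pinned compounds in 50 mM Tris-HCl pH 7.5, 50 mM NaCl, 1 mM DTT, 0.05% BSA. Fluorescein-labeled HOX-A9 DNA (50 nM solution) followed, 30 min, then polarization read.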
AT treatment – qHTS Assay for Identifying a Potential Treatment of Ataxia-Telangiectasia | Potency, µM (titrated, usually from 57.5 µM), for inactives: at the top dose activation, hits mostly activators | 0.19% of 320,000 active | […] A-T fibroblasts, KAP-1 phosphorylation AlphaLISA; neocarzinostatin DNA damage 30 min before lysis | AID 485349, 2010; note: potency is the fitted concentration of half-maximal effect; % of control where 0% means no effect; nearly all actives have a fitted effect of over 45% in size
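ATM-like activity read as KAP-1 phosphorylation via AlphaLISA donor/acceptor antibody pairs after lysis and 6 hr at 25C. Cells were ATM-null patient fibroblasts ([…], hTERT), dosed 60 min, then exposed to the DSB inducer NCS for 30 min.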
B2AR arrestin – qHTS assay of beta-arrestin-biased ligands of beta2-adrenergic receptor | Beta-2 adrenergic receptor (Homo sapiens), P07550 | 0.02% of 330,000 active | Potency, µM (doses to about 46.1 µM), for the others: at the highest dose activation, actives largely listed as activators | beta-arrestin recruitment to beta2AR, cell-based reporter;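 note: potency is the fitted concentration of half-maximal effect; 0% = DMSO controls and full agonism = EC100 isoproterenol or metaproterenol; nearly all actives have a fitted effect of over 65% in size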
* marks the source's active call; other numbers are inactive results; ? = inconclusive; . = not tested or not shown; [ ] = another dose, or the depositor's remark. Unless noted, calls come from the whole dose curve; as a rule, active = well fitted curve in the direction sought with a large enough effect; inconclusive = small, poorly fitted or top-dose-only effect, or another doubt; inactive = no such curve, though single readings can be large; an effect the other way counts as inactive or inconclusive.

SMILES | p53 reactivator | ELG1 repair inh | TCR act | B2AR arrestin | BRCA1 expr act | TRPV1 agonist | TSG101-PTAP inh | AT treatment | MLL CXXC-DNA inh | a7 integrin act
COc1c2occc2c(OC(C)=O)c2c(=O)cc(C)oc12 | 2% | -27% | 5% | 0.5% | -67% | 2 | -11% | -6% | 4% | 6%
C#CCOCCOCCOCCNc1nc(N2CCN(C(=O)[C@H](Cc3ccc(O)cc3)n3cc([C@@H](N)C(C)CC)nn3)CC2)nc(N2CCN(C(=O)[C@H](Cc3cc4ccccc4[nH]3)n3cc([C@@H](N)C(C)CC)nn3)CC2)n1 (stereo partly specified) | 5% | 13% | -6% | -0.1% | -22% | 2 | -1% | 15% | -14% | 12%
C=CCn1c(COc2ccccc2)nnc1SCC(=O)C(C)(C)C | -8% | 4% | 6% | -0.2% | 2% | ? | -8% | 7% | 16% | 10%
O=C(NNS(=O)(=O)c1ccccc1C(F)(F)F)c1cccc(S(=O)(=O)Nc2ccccc2Cl)c1 | -1% | 1% | -4%[46.1 µM] | -0.1% | -28% | 1 | -2% | 10% | -8% | -15%
CCOc1ccc(-n2cnc3sc4c(c3c2=O)CCCC4)cc1 | 11% | -1% | 2% | 0.7% | 79% | 7 | 0% | 11% | 3% | -6%
O=C1COc2ccc(C(=O)COC(=O)Cc3ccsc3)cc2N1 | -1% | 9% | 8% | 0.2% | -5% | 8 | 1% | -2% | 3% | 28%
C#CCOCCOCCOCCNc1nc(N2CCOCC2)nc(N2CCN(C(=O)[C@H](Cc3cc4ccccc4[nH]3)n3cc([C@@H](N)CC(C)C)nn3)CC2)n1 | -3% | 7% | 2% | 3.3% | 0% | 2 | -5% | -13% | -17% | 36%
O=C(Nc1ccccc1)N1CCN(c2ccc(C(F)(F)F)cn2)CC1 | -4% | 21µM* | 1% | -0.9% | -45% | ? | -5% | . | 1% | 3%
Cc1cc(C)nc(N=Nc2c(O)n(Cc3ccc(Cl)cc3)c3ccccc23)n1 | 7% | 23µM* | 0%[46.1 µM] | -0.1% | -62% | 1 | -6% | -5% | 9% | 26%
O=C(Cn1ncc2c3ccccc3n(Cc3ccc(Cl)cc3)c2c1=O)NCCCN1CCCC1=O | -15% | ? | 1% | -1.2% | 19% | 2 | -4% | 7% | 7% | 9%
O=C1COc2ccc(C(=O)COC(=O)/C=C/c3ccc(Br)o3)cc2N1 | 6% | ? | -6% | 0.1% | -51% | 8 | 0% | 9% | . | -11%
CC(C)(C)c1ccc(C(=O)OCC(=O)N2CCC(c3ccccc3)=N2)cc1 | 13% | 13% | 8% | 0.1% | -35% | 0 | 3% | -4% | . | ?
COc1ccc(-c2cc(C(F)(F)F)n3ncc(C(=O)N(C)Cc4ccccc4)c3n2)cc1 | 2% | 15µM* | 0% | 0.0% | -20% | 7 | -10% | 9% | 4% | 8%
O=C(O)c1ccc(Nc2nc(-c3ccccc3)cs2)cc1 | 11% | ? | -1% | 0.1% | ? | 2 | 1% | 3% | -6% | 2%
Cc1ccc(S(=O)(=O)NNC(=O)Nc2ccc(Cl)c(Cl)c2)cc1 | 11% | 19% | 0% | -0.6% | 25% | -1 | 1% | -7% | -5% | 3%
O=C1C2C3C=CC(O3)C2C(=O)N1Nc1ccccc1 (stereo unspecified) | . | . | -1% | . | -10% | . | 3% | . | . | -1%
CCOc1cccc(C(=O)NC(=S)Nc2ccccc2)c1 | ? | ? | 1%[46.1 µM] | 0.0% | 11µM* | 9 | -1% | 9% | -9% | -16%
CCCCOC(=O)C1=C(C)Nc2ncnn2C1c1ccc(OC)c(OC)c1 (stereo unspecified) | -9% | 2% | 1% | 0.0% | 2% | 2 | -4% | 2% | -4% | -12%
O=C(CSc1ncccn1)NCc1ccc(Cl)cc1 | 24% | ? | -2% | 0.1% | ? | -2 | -3% | 10% | ? | 29%
CN(Cc1ccncc1)C1CC(=O)N(c2ccc(F)cc2)C1=O (stereo unspecified) | -3% | 2% | 9% | 0.6% | -10% | -3 | -1% | 1% | 8% | 1%

(next part)
SMILES | p53 reactivator | ELG1 repair inh | TCR act | B2AR arrestin | BRCA1 expr act | TRPV1 agonist | TSG101-PTAP inh | AT treatment | MLL CXXC-DNA inh | a7 integrin act
COc1cc(/C=C/C(O)=C/C(=O)/C=C/c2ccc(O)cc2)ccc1O | ? | ? | 8% | 9.6% | -4% | ? | ? | 4% | . | -3%
O=S(Cc1ccc(Cl)cc1)CC(O)(c1ccccc1)c1ccccc1 (stereo unspecified) | -12% | -7% | 5% | -0.2% | 2%[1.84 µM] | -6 | -2% | 2% | -18% | 2%
O=C(COC(=O)C1=COCCO1)NCc1ccc(Cl)cc1 | -1% | -1% | -4% | 0.3% | -7% | -2 | -1% | 5% | 18% | -9%
CCCc1cc(C(=O)N2CCCC(Cc3cccc(Cl)c3)(C(=O)OCC)C2)n(C)n1 (stereo unspecified) | 25% | ? | 2% | -0.3% | 30% | 27 | -2% | 4% | 10% | -50%[inhibitor]
CCc1cccc(NC(=O)C2CCCN(S(=O)(=O)c3cnc[nH]3)C2)c1 (stereo unspecified) | 2% | 1% | 0% | 0.1% | -25% | 2 | -3% | -7% | -2% | -5%
COc1ccccc1NC(=O)Cn1cncc1-c1ccc([N+](=O)[O-])cc1 | 2% | 26% | 2% | -0.3% | -25% | -9 | -1% | -2% | 0% | -11%
CCN1C(=O)/C(=C/C=C2/SCCN2C)SC1=S | 22% | ? | 3% | 0.5% | ? | 10 | ? | -3% | ? | 17%
CCCCC1(C)NC(=O)N(CC(=O)Nc2cc(S(=O)(=O)N3CCOCC3)ccc2Cl)C1=O (stereo unspecified) | -1% | 6% | 8% | -0.1% | -4% | -1 | 2% | -6% | . | -4%
Cn1c(SCc2ccccc2)nc(N)c(N=O)c1=O | . | . | 0% | . | -31% | . | -4% | . | . | -35%
CCOc1ccc(CNS(=O)(=O)c2c(C)nc3scc(C)n3c2=O)cc1OC | -1% | -7% | 5% | 0.2% | -2% | -1 | -2% | -6% | 11% | ?
O=C(Nc1cccc2ccccc12)c1ccc(F)cc1 | ? | ? | 9% | 0.2% | -20% | ? | -2% | 2% | 1% | -4%
O=C(NCc1cccnc1)Nc1cccc(C(F)(F)F)c1 | -10% | 5% | 0% | 0.3% | -17% | 19 | -6% | -2% | -2% | 22%
CCOC(=O)N1CCC(NC(=O)c2cc(S(=O)(=O)N3CCC4(CC3)OCCO4)ccc2F)CC1 | 2% | ? | 1% | 0.2% | -42% | 1 | -10% | 3% | -2% | -40%
CCCN(CC(=O)Nc1ccccc1C)C(=O)c1cccc(S(=O)(=O)N2CCN(c3ccccc3)CC2)c1 | 0% | -28% | 0% | -0.2% | -46% | 1 | -2% | 4% | . | 5%
NC(=O)c1cc(-c2ccccc2)nc2ccc(Br)cc12 | -3% | -3% | -3% | -0.4% | 8% | 2 | -5% | -6% | 2% | 5%
COc1ccc(-c2nnc(-c3cc4ccccc4oc3=O)o2)cc1 | 29% | ? | 0%[46.1 µM] | 0.0% | 4% | -3 | -5% | 7% | 9% | 3%
Cc1cn(CC(=O)NCc2ccccn2)c(=O)[nH]c1=O | . | . | 2% | . | 7% | . | -3% | . | . | 8%
Cc1ccc(SCc2nn(C)c(Cl)c2C=O)cc1 | ? | ? | -6% | 0.0% | 74% | 8 | -1% | 2% | 0% | -10%

7 compounds picked at random from those above, as already listed:
SMILES | p53 reactivator | ELG1 repair inh | TCR act | B2AR arrestin | BRCA1 expr act | TRPV1 agonist | TSG101-PTAP inh | AT treatment | MLL CXXC-DNA inh | a7 integrin act
COc1ccc(-c2nnc(-c3cc4ccccc4oc3=O)o2)cc1 | 29% | ? | 0%[46.1 µM] | 0.0% | 4% | -3 | -5% | 7% | 9% | 3%
Cc1ccc(SCc2nn(C)c(Cl)c2C=O)cc1 | ? | ? | -6% | 0.0% | 74% | 8 | -1% | 2% | 0% | -10%
COc1cc(/C=C/C(O)=C/C(=O)/C=C/c2ccc(O)cc2)ccc1O | ? | ? | 8% | 9.6% | -4% | ? | ? | 4% | . | -3%
O=C(Nc1cccc2ccccc12)c1ccc(F)cc1 | ? | ? | 9% | 0.2% | -20% | ? | -2% | 2% | 1% | -4%
Cc1cn(CC(=O)NCc2ccccn2)c(=O)[nH]c1=O | . | . | 2% | . | 7% | . | -3% | . | . | 8%
Cn1c(SCc2ccccc2)nc(N)c(N=O)c1=O | . | . | 0% | . | -31% | . | -4% | . | . | -35%
O=C(COC(=O)C1=COCCO1)NCc1ccc(Cl)cc1 | -1% | -1% | -4% | 0.3% | -7% | -2 | -1% | 5% | 18% | -9%
